SRC2 TRFRET art – counter-screen for PPARgamma SRC-2 recruitment agonists: TR-FRET artefact; hits give high values; TR-FRET ratio at 8 µM; hit rate 0.4% among 200,000; in the data active = TR-FRET ratio above about 2000; note: inactives centre near 1500; reference of the scale not given here
RAM network inh – inhibitors of the yeast RAM network. S. cerevisiae dse1pr::URA3 reporter, 5-FOA growth OD615, 2 d; analog-sensitive cbk1-as2 kinase mutant strain. inhibition, % at 50 µM. hit rate 1.8% among 190,000;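 active = inhibition above a set limit, 3 SD over mean compound inhibition, cut at about 8.4% in these data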;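 note: 0% = DMSO-only wells with no growth and 100% = 10 µM 1-NA-PP1 full growth; inhibition rescues growth on 5-FOA so higher OD means more RAM inhibition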
DTT redox prof – compounds producing H2O2 with reducing agent – biochemical, NIH compound library profiling, artefact control for MLSCN library redox annotation, primary screen; DTT-dependent redox cycling H2O2, phenol red/HRP absorbance; 100% = 100 µM peroxide control, 0% = buffer; activation, % at 10 µM; hit rate 0.03% among 200,000; AID 878;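 active = activation of at least 50% relative to the plate's high and low controls in the primary single-dose screen; inactive = activation below 50%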;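 note: compound incubated with DTT at 0.8 mM final as the reducing agent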
PPARg SRC1 recr – PPARgamma-driven SRC-1 recruitment agonism. P37231. PPARgamma-SRC-1 coactivator recruitment biochemical assay. activation, % at 8 µM. hit rate 0.41% among 200,000; in the data active = activation above about 19%;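 note: 0% = DMSO and 100% = reference agonist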
Target sequence (P37231 whole entry, looked up): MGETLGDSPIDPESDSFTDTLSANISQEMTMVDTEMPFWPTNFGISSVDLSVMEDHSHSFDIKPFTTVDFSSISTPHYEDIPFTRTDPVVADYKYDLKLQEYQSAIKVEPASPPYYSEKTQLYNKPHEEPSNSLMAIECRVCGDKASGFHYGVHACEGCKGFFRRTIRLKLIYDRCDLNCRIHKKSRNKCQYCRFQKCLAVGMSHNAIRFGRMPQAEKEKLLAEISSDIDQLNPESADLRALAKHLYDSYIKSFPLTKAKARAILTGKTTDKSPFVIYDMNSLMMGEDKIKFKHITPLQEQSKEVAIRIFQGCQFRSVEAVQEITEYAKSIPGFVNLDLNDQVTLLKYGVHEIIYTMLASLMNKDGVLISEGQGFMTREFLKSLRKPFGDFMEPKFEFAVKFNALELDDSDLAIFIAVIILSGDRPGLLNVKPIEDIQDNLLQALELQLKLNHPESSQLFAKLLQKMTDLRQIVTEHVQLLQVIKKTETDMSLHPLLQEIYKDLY
PPARg SRC-2 ag – agonists of SRC-2 recruitment by human PPARgamma | hit rate 0.34% among 200,000 | AID 1032 | activation, % at 8 µM | P37231 | PPARgamma LBD-SRC-2 recruitment, biochemical; in the data active = activation above about 22%;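 note: 0% = vehicle and 100% = reference agonist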
PPARg SRC3 recr – PPARgamma-driven SRC-3 recruitment agonism; activation, % at 8 µM; P37231; hit rate 0.26% among 200,000; AID 731; biochemical PPARgamma/SRC-3 coactivator recruitment assay; in the data active = activation above about 23%;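 note: 0% = DMSO and 100% = reference agonist; some compounds past the cut are filed as inactive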
Lmaj promast – reduces viability of Leishmania major promastigotes; resazurin fluorescence viability; inhibition, % at 10 µM; hit rate 9% among 200,000; in the data active = inhibition above about 50%;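 note: promastigotes grown with compound for 44 hours at 28 °C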
S1P3 antagonist – S1P3 (human) receptor antagonism. CHO S1P3 NFAT-BLA reporter, FRET fluorescence, antagonist mode. Q99500. hit rate 0.27% among 170,000. AID 485. inhibition, % at 4.98 µM;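 active = inhibition above the plate cutoff, the mean inhibition of test wells on that plate plus 3 SD, cut at about 28% in these data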;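 note: cells challenged with S1P at its EC80 of 0.8 µM; blue over green emission ratio from cleaved BLA substrate after 4 h stimulation; 0% = S1P-stimulated wells and 100% = unstimulated DMSO-only wells; some compounds past the cut are filed as inactive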
Target sequence (Q99500 whole entry, looked up): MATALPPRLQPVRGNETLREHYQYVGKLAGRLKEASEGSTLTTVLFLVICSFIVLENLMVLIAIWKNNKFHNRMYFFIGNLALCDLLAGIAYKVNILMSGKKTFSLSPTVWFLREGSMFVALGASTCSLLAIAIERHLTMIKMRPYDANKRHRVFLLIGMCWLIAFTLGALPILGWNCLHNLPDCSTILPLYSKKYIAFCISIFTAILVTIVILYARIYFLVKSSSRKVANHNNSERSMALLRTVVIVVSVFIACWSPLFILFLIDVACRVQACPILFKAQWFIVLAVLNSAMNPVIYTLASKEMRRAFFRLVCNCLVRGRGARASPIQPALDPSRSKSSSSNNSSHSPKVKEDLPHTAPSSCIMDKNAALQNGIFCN
HMGR II inh – inhibitors of class II HMG-CoA reductase from Enterococcus faecalis | purified E. faecalis HMGR, NADPH absorbance 340 nm kinetic | inhibition, % at 10 µM | hit rate 0.41% among 190,000;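 active = inhibition above a set limit, the median over all tested compounds plus 3 SD, cut at about 9.5% in these data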;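 note: enzyme runs in reverse so mevalonate oxidation gives rising NADPH absorbance; 0% = complete reaction with DMSO and 100% = background rate lacking mevalonate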
bIAP inhibitor – blocks bovine intestinal alkaline phosphatase activity; AID 1019; 190,000 tested, under 10 active; inhibition, % at 20 µM; purified bovine IAP, CDP-star luminescence, 30 min;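 active = over 50% inhibition of intestinal alkaline phosphatase at 20 µM in the single-dose screen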
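Incubation: 30 min reaction at room temperature / Material: purified bovine intestinal alkaline phosphatase (IAP) enzyme / Input: enzyme at 1/65,000,000 dilution / Dosing: 20 µM single dose / Signal: CDP-star luminescence signal / Reagent: CDP-star chemiluminescent phosphatase substrate, 30 µM final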
ROMK mod – human ROMK K+ channel modulation, primary screen; B-score at 10 µM; AID 1918; P48048; Tet-inducible ROMK, thallium flux fluorescence; actives lie on both sides; hit rate 2% among 130,000;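 active = signal ratio slope over the read window, or its plate-corrected B-score, at least 3 SD from the plate mean, either direction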;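 note: B-score of the F/F0 ratio slope over 7 to 12 s after thallium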
* marks the source's active call; other numbers are inactive results; · = no result given.

SMILES	SRC2 TRFRET art	RAM network inh	DTT redox prof	PPARg SRC1 recr	PPARg SRC-2 ag	PPARg SRC3 recr	Lmaj promast	S1P3 antagonist	HMGR II inh	bIAP inhibitor	ROMK mod
Cc1ccc(C(=O)NCC(=O)OCC(=O)Nc2ccccc2[N+](=O)[O-])cc1	1551	1.9	-0.7	2.9	8.3	2.2	-5.6	4.8	2.9	-4.9	-0.273
CC(=O)NCCOc1cccc2ccccc12	1474	2.8	0.5	-8.7	-6.1	6.1	-0.2	9.9	-3.5	13.9	-0.00685
N#C/C(=C1\CCCN1)c1nc(-c2ccccc2)cs1	1504	3.8	1.2	0.9	0.8	0.0	4.0	14.0	-5.6	25.9	-0.601
O=C(OC(C(=O)Nc1ccc(Cl)c(C(F)(F)F)c1)c1ccccc1)C1=COCCO1 (centres undefined)	1406	6.3	-0.1	-5.2	-0.9	-0.8	28.0	13.5	-4.8	0.8	-0.00354
CCn1c(SCC(=O)NCC2CCCO2)nnc1-c1ccc(S(=O)(=O)N2CCN(C)CC2)cc1 (centres undefined)	1551	2.0	-1.2	5.8	-2.8	1.4	-0.3	1.1	-5.3	1.2	0.301
CN1C(=O)CC(C(=O)O)SC1=Nc1ccc(F)cc1 (centres undefined)	1659	2.0	-0.3	2.5	-3.8	16.1	-5.8	·	0.5	6.2	·
CC(=O)Nc1sc(/C(C#N)=C/c2ccc(Cl)c(Cl)c2)nc1-c1ccc(C)cc1	1415	3.1	7.4	-1.7	-3.0	0.6	1.4	14.9	-0.9	17.2	·
COc1ccc(C2=NN(C(=O)c3cccc([N+](=O)[O-])c3)C(c3cccc([N+](=O)[O-])c3)C2)cc1 (centres undefined)	1272	2.5	3.5	-1.8	-9.9	-1.2	52.6*	·	1.7	8.2	·
COc1ccc(OC)c2c1C(=O)c1ccccc1C2=O	1531	0.7	-7.9	5.1	6.8	-1.5	-5.0	·	-2.4	22.3	·
CC(=O)N(CN1C(=O)C2C3C=CC(C3)C2C1=O)c1cccc(Cl)c1 (centres undefined)	1544	-0.5	0.1	-3.7	3.9	-0.9	-6.3	-9.9	-3.9	-13.2	0.842
CCOc1ccc(/C=N/NC(=O)C(OC)c2ccccc2)cc1 (centres undefined)	1790	0.2	-0.3	10.9	8.2	5.5	-6.0	-13.2	2.1	1.8	0.33
Cc1ccc2nc(NC(=O)Cn3cc4c(n3)CCCCC4)sc2c1	1479	2.6	0.1	-1.7	11.7	-0.1	-5.3	3.5	-4.2	10.8	·
CC(=O)Nc1ccc(C(=O)OCc2ccc(F)cc2Cl)cc1	1566	1.6	-0.7	7.9	7.3	-0.3	13.2	6.2	0.8	2.9	0.00208
O=C(Cn1cnc2ccccc21)N/N=C/c1cccnc1	1532	0.7	-0.7	-3.0	-12.9	0.1	-8.4	-8.3	0.5	-22.5	·
COc1ccccc1CCc1nnc(CCC(=O)NC(C)Cn2nc(C)cc2C)o1 (centres undefined)	1392	2.4	-10.3	-4.5	2.4	-7.3	4.3	-1.2	-5.4	-0.5	-0.244
CCOCCCNC(=O)C(c1ccc(C)cc1)N(Cc1ccc2c(c1)OCO2)C(=O)c1cnccn1 (centres undefined)	1574	3.5	1.6	2.1	-2.4	-11.1	-5.8	·	0.6	1.3	·
CCOC(=O)C(CC)Sc1nnc2n1C(C)(C)Cc1ccccc1-2 (centres undefined)	1419	0.9	3.1	-4.0	1.4	-10.2	4.1	9.5	0.7	0.6	0.00204
O=c1c(Cc2ccc(F)cc2)c(O)ccn1CCCn1ccnc1	1373	0.9	0.2	-2.8	3.6	-4.0	-6.5	8.1	-2.2	-10.1	-0.257
COc1ccc2nc(NC(=O)CNS(=O)(=O)c3cccs3)sc2c1	1616	0.9	0.3	4.9	20.3	-1.0	89.0*	·	-4.2	-21.2	0.227
CC(C)C(OC(=O)c1ccco1)C(=O)NCc1cccs1 (centres undefined)	1671	-0.1	0.9	-0.8	-1.1	5.7	-3.3	-23.5	-3.1	-16.5	·
CC1CCN(C(=O)Cn2nnc(-c3cccs3)n2)CC1	1320	-1.6	0.1	-5.0	-0.5	4.1	-7.1	-8.6	0.0	-5.1	-0.0858
COc1cc(/C=C(\NC(=O)c2ccccc2)C(=O)NCC(=O)O)c([N+](=O)[O-])cc1OC	1581	1.2	0.0	7.9	-3.5	3.1	-2.3	-16.8	-0.6	-22.6	·
O=C(CC1CCCC1)Nc1nnc(C2CC2)s1	1524	1.1	0.7	4.2	3.1	0.5	-8.1	-15.0	-4.7	1.7	·
O=C(CSc1nnc(-c2ccncc2)n1CC1CCCO1)NCc1ccccc1 (centres undefined)	1485	0.8	0.3	-2.5	-4.6	2.9	-6.0	-37.6	-8.6	9.5	0.249

Random excerpt: 2 compounds from above.
SMILES	SRC2 TRFRET art	RAM network inh	DTT redox prof	PPARg SRC1 recr	PPARg SRC-2 ag	PPARg SRC3 recr	Lmaj promast	S1P3 antagonist	HMGR II inh	bIAP inhibitor	ROMK mod
O=C(CC1CCCC1)Nc1nnc(C2CC2)s1	1524	1.1	0.7	4.2	3.1	0.5	-8.1	-15.0	-4.7	1.7	·
CCOCCCNC(=O)C(c1ccc(C)cc1)N(Cc1ccc2c(c1)OCO2)C(=O)c1cnccn1 (centres undefined)	1574	3.5	1.6	2.1	-2.4	-11.1	-5.8	·	0.6	1.3	·

The list goes on.
SMILES	SRC2 TRFRET art	RAM network inh	DTT redox prof	PPARg SRC1 recr	PPARg SRC-2 ag	PPARg SRC3 recr	Lmaj promast	S1P3 antagonist	HMGR II inh	bIAP inhibitor	ROMK mod
Cc1ccc(S(=O)(=O)n2[nH]c(=O)cc2N)cc1	1473	-0.8	-0.1	0.1	5.6	3.1	0.7	0.3	0.3	15.8	·
O=C(NCC1COc2ccccc2O1)C1CCC(CNc2c(N3CCCCC3)c(=O)c2=O)CC1 (centres undefined)	·	1.0	-1.2	·	·	·	-9.3	-4.6	2.1	-16.2	·
CN1CCC(=NNC(=O)CSCc2ccccc2)CC1	1395	0.7	-7.2	1.6	-0.8	0.5	-4.5	·	0.7	8.2	-0.157
Cc1ccc(Cn2nc(C)c(NC(=O)c3cc(-c4ccco4)on3)c2C)cc1	1516	3.2	2.8	3.9	-0.5	5.3	-8.1	37.8	-8.2	5.9	-0.9
O=C(c1cccc(S(=O)(=O)N2CCOCC2)c1)N1CCCC1	1577	-0.4	0.0	1.3	4.1	11.2	-5.5	-17.0	-3.5	9.9	·
Cc1ccc(S(=O)(=O)c2cc3ccccc3oc2=Nc2ccc3c(c2)OCCO3)cc1	1560	3.7	2.8	2.6	0.8	7.1	97.8*	-14.6	1.3	-1.2	·
COc1ccc(CCNC(=O)CCn2c(=O)c3ccccc3n(CC(=O)NCC3CCCO3)c2=O)cc1OC (centres undefined)	1694	4.4	-0.9	3.2	6.0	2.4	-3.0	-9.0	1.6	-13.6	-1.35
CCOC(=O)Cc1csc(NC(=O)c2ccc(S(=O)(=O)N3CCCCC3)cc2)n1	1590	2.0	0.7	7.6	1.5	6.5	21.5	-31.8	-1.1	9.8	·
Clc1ccc(/C=N/Nc2nnc(Cl)c3ccccc23)cc1	1259	2.2	4.4	-2.9	-7.8	1.2	5.8	·	6.5	6.2	·
COc1ccc(C2C=C(C)Nc3nc(SC)nn32)cc1 (centres undefined)	1401	0.0	-0.1	-3.0	-7.6	8.8	2.0	-12.5	0.7	-1.1	·
O=c1c2ccccc2oc2nc(-c3ccco3)n(Cc3ccccc3)c(=O)c12	1769	4.0	-0.7	7.1	10.4	14.4	5.0	8.6	-2.5	8.4	0.838
O=C(COC(=O)c1cccnc1Nc1cccc(C(F)(F)F)c1)NC1CCS(=O)(=O)C1 (centres undefined)	1561	-0.1	0.3	-6.5	-4.4	0.5	-5.0	-19.1	-5.3	7.6	-0.0128
COc1ccc(CN2CCC(CO)(CCOc3ccccc3)CC2)c(OC)c1C	1602	0.3	0.1	2.5	2.9	-2.0	42.8	3.6	-0.8	-6.6	0.239
CCOC(=O)COc1nc(OC)nc(N2CCOCC2)n1	1660	1.6	0.3	-8.6	0.6	6.6	-3.5	-1.0	-4.1	11.3	-0.482
CCC(=O)N1CCc2cc(S(=O)(=O)CCC(=O)Nc3ccc(OC)c(OC)c3)ccc21	1626	0.5	0.0	-2.0	0.8	1.6	-0.1	-10.5	-8.5	3.0	0.0338
CCN1C(=O)C(NC(C)=O)c2cc(OC)ccc21 (centres undefined)	1614	0.9	3.4	5.0	2.1	2.4	-8.9	-18.4	-2.8	6.9	0.747
CCOc1cc(CN2CCC(CO)(Cc3cccc(C(F)(F)F)c3)CC2)ccc1OC	1591	0.8	1.3	9.6	-8.8	-0.9	84.9*	0.6	2.5	-7.7	-1.83
CC(C)n1c2ccccc2c2nc3ccccc3nc21	1570	7.3	0.0	6.9	7.4	5.2	13.2	6.1	3.7	5.8	·
Cn1c(C(=O)N2CCN(c3nc4ccccc4s3)CC2)cc2sccc21	1530	2.5	1.4	4.5	7.9	8.6	-2.4	-25.9	0.8	9.5	·
Cc1cc(C(C)(C)C)cc(C)c1CC1=NCCN1	1461	-0.3	-0.2	3.8	-2.2	-1.7	0.2	-2.8	-11.1	9.2	·
COCCNC(=O)c1cn(C)c(=O)c2cc(OC)c(OC)cc12	1387	1.7	-1.3	4.0	2.2	11.7	0.5	·	0.0	1.6	0.272
CC1CN(S(=O)(=O)c2cccc(C(=O)OCc3cc(=O)oc4cc(O)ccc34)c2)CC(C)O1 (centres undefined)	1532	2.9	-2.2	-1.2	7.4	-3.6	95.9*	-5.1	-3.0	1.1	·
CCOC(=O)c1[nH]cnc1C(=O)O	1640	1.0	1.3	0.8	-4.6	-1.4	-6.3	-12.9	-3.1	-3.9	0.611
O=C1c2cccc3cccc(c23)C(=O)N1CCN1CCN(CC(O)COc2ccccc2)CC1 (centres undefined)	1639	0.5	0.2	-2.1	1.5	1.3	97.1*	1.7	1.6	15.5	·
O=C1N/C(=N/NC(=O)c2cccc3ccccc23)S/C1=C\c1ccccc1OCc1ccccc1	1540	7.2	-7.4	-7.3	5.4	2.8	-5.0	·	1.1	-2.3	·
CCOc1ccc(NC(=O)CN2CCN(S(=O)(=O)c3ccc(Cl)cc3)CC2)cc1	1457	1.2	2.7	6.1	1.3	5.8	-6.0	-18.0	-4.0	-5.7	0.611
C#CCOC(=O)C[N+](C)(C)C/C=C/c1ccccc1	1598	1.6	-1.0	5.8	10.6	6.2	-2.5	2.5	-1.7	8.1	-0.584
CSc1nc(C)nc2c1c(=O)n(C)c(=O)n2C	1565	0.5	-1.8	4.7	8.1	12.2	7.9	10.3	-4.4	5.4	·
COc1cccc(/C=C/C(=C2/C(=O)N(c3ccccc3)N=C2C)c2ccccc2)c1OC	1610	7.1	-0.3	-1.8	-6.7	-0.4	94.7*	4.5	-3.9	13.3	1.09
O=C(N1CCOCC1)N1CCN(S(=O)(=O)N2CCOCC2)CC1	1560	0.5	2.3	4.6	-1.8	-5.4	1.7	1.6	-6.9	5.0	·
CCOc1ccc(C2CC(c3ccc(OC)cc3)n3ncnc3N2)cc1 (centres undefined)	1664	0.6	-2.4	11.3	4.6	7.2	4.0	8.5	-6.7	6.6	·

Bioassay records deposited in PubChem BioAssay by several laboratories.
